# MRP resist rev = reverses drug resistance mediated by MRP. hit rate 0.04% among 85,000. differential viability (reversal), % at 10 µM. H69AR cells + 2 uM doxorubicin, CellTiter-Glo, 72 h;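 active = viability drop by adding the cancer drug above about 55%, with treated viability meeting a 40% cutoff, limit read from the data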;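 note: viability without doxorubicin minus viability with 2 µM doxorubicin for each compound; larger differential means the compound sensitizes cells more to doxorubicin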
# NFkB transloc pot = enhances IL-1B driven NFkB nuclear translocation. HUVEC IL-1B NFkB p65 nuclear translocation imaging. activation, % at 2 µM. hit rate 0.3% among 94,000. AID 819;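 active = activation above 40%, about the mean plus 3 SD, also judged a hit on visual image review; inconclusive = activation above 40% but not a hit on visual review; inactive = activation not above 40% and no visual hit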;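 note: percent activation is computed from the nuclear over cytoplasmic p65 intensity ratio; values of inactives mirror those of a sister screen read the other way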
# Bcl-B TR3 displacers = displacers of TR3 peptide from Bcl-B, primary screen, selectivity assay for Bfl-1 inhibitor project, biochemical, fluorescence polarization | FP displacement of FITC-TR3 peptide from Bcl-B; higher % means a stronger effect | displacement, % at 20 µM; hits with a dose series show IC50 in µM | hit rate 0.11% among 96,000 | AID 748;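 active = displacement above 50% at 20 µM plus a fluorescence interference ratio under 1.5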;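 note: plate controls were wells without compound for no effect and wells lacking Bcl-B protein for full effect; a part of the inactive calls stands beside numbers as strong as those of hits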
# IL1B NFkB inh = blocks IL-1B driven NFkB nuclear translocation in HUVEC cells; HUVEC IL-1B NFkB p65 nuclear translocation imaging; hit rate 0.43% among 94,000; inhibition, % at 2 µM;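 active = inhibition above about 30% together with a positive call from visual inspection of the well image, limit read from the data; inconclusive = inhibition above a set limit but visual check negative; inactive = inhibition not above a set limit, visual check negative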;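 note: nuclear over cytoplasmic p65 intensity ratio measured by imaging; 0% = IL-1B stimulated DMSO wells and 100% = unstimulated DMSO wells; values of inactives mirror those of a sister screen read the other way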
# PLAP inhibitors HTS = PLAP enzyme inhibitors, biochemical, luminescence, HTS (AID 690); hit rate 0.08% among 96,000; one-dose inhibition, % at 20 µM; IC50 in µM for titrated hits; purified PLAP, luminescent substrate; higher % means a stronger effect; in the data active = a potency from the dose series; inactive = the rest, 99 in 100 with inhibition below about 30%; note: strong numbers were not always called active
# MRP resist rev cytotoxicity = second read-out of MRP resist rev, no call of its own (marks repeat the call); viability, %; H69AR cells, CellTiter-Glo, 72 h; measured here: cytotoxicity without doxorubicin
# MRP resist rev with doxorubicin = recorded beside MRP resist rev, whose call it bears; viability, %; measured here: viability with 2 uM doxorubicin; hits give low values
# IL1B NFkB inh cell count 2 µM = second read-out of IL1B NFkB inh, no call of its own (marks repeat the call); cell count; measured here: cells passing quality filter;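 raw number of nuclei counted in each imaged well without normalization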
# NFkB transloc pot cell count 2 µM = also measured in NFkB transloc pot; calls as there; cell count; measured here: cells passing quality filter
# Numbers without * were called inactive; ? = inconclusive; . = no result given.
SMILES,MRP resist rev,MRP resist rev cytotoxicity,MRP resist rev with doxorubicin,NFkB transloc pot,NFkB transloc pot cell count 2 µM,Bcl-B TR3 displacers,IL1B NFkB inh,IL1B NFkB inh cell count 2 µM,PLAP inhibitors HTS
CCCOc1ccc(N2C(=O)CC(N3CCC(O)(c4cccc(C(F)(F)F)c4)CC3)C2=O)cc1 (configuration not stated),15,99,84,8,176,17%,-8,176,-32%
CCOC(=O)C1CCN(CC(=O)c2c(C)[nH]c3ccccc23)CC1,10,94,84,19,55,-2%,-19,55,-9%
CCC(C)n1c(SCC(=O)NC(=O)Nc2ccc3c(c2)OCCO3)nc2ccccc2c1=O (configuration not stated),.,.,.,-6,104,0%,6,104,-1%
Cc1nn(S(=O)(=O)N(C)C)c(C)c1CN1C(=O)c2ccccc2C1=O,21,116,95,4,181,-4%,-4,181,-6%
O=C(NCc1ccco1)C1CCN(C(=O)c2cc3sccc3n2Cc2ccc(F)cc2)CC1,-10,49,60,-3,12,2%,3,12,-67%
CCOC(=O)c1ccc(NC(=O)CSc2nnc(-c3ccncc3)n2C)cc1,-10,96,106,19,122,3%,-19,122,12%
Cc1cc2nc(C)c(Cc3ccccc3)c(=O)n2[nH]1,6,88,82,13,91,18%,-13,91,4%
CC1(C(=O)CSc2n[nH]c(-c3ccccc3Cl)n2)CCC(=O)O1 (configuration not stated),.,.,.,4,174,13%,-4,174,-30%
CCCCSc1nc2ccc(Nc3nc(N4CCOCC4)nc(N4CCOCC4)n3)cc2s1,-10,47,58,10,174,-9%,-10,174,-6%
COC(=O)c1cnn(-c2cc(Oc3ccccc3)ncn2)c1N,.,.,.,.,.,-2%,.,.,-8%
COc1cccc(-n2nc(-c3ccnn3-c3ccc(C)cc3)c(=O)n(C)c2=O)c1,2,85,82,8,180,-35%,-8,180,-11%
CCCOc1ccc(/C(O)=C2/C(=O)C(=O)N(CCN(C)C)C2c2ccncc2)cc1 (configuration not stated),-13,96,109,29,154,.,-29,154,.
COc1ccc(OCCC(=O)Nc2cc(C)on2)cc1,13,104,92,-3,125,-6%,3,125,12%
CC(C)N(Cc1nc(-c2ccccc2)no1)C(=O)CSc1ccccc1,5,83,77,?,.,-2%,-46,135,-49%
Cc1cc(C)n(-c2c(F)c(F)c(CO)c(F)c2F)n1,9,110,101,-3,177,-4%,3,177,-2%
CCc1cc(-c2n[nH]c(C)c2-c2nc3ccccc3n2C)c(O)c(CN2CCN(C)CC2)c1O,-31,16,47,31,196,1%,-31,196,-218%
COc1ccc(-c2coc3c(CN4CCCCC4)c(O)c(CN4CCCCC4)c(O)c3c2=O)cc1,-49,7,57,.,.,.,.,.,-65%
O=S(=O)(c1cccc(-c2cn3cccnc3n2)c1)N1CCCCCC1,16,89,73,19,145,-115%,-19,145,-42%
COC(=O)c1ccc(CSc2nc3c(cnn3-c3ccc(C)c(C)c3)c(=O)[nH]2)o1,2,80,78,4,141,.,-4,141,.
CCC(C)Oc1nc2ccccc2nc1NS(=O)(=O)c1ccccc1 (configuration not stated),-13,84,97,-2,154,10%,2,154,-42%
O=S(=O)(c1cnccc1N1CCN(/N=C/c2ccccc2)CC1)N1CCCCC1,.,.,.,-10,164,-5%,10,164,1%
COc1cc(OC)c2c(C)c(Cl)c(=O)oc2c1,16,84,68,4,94,0%,-4,94,5%
COC(=O)c1ccccc1NC(=O)/C=N/O,-3,76,79,-1,141,-10%,1,141,12%
COc1ccc(C2NC(=O)c3ccccc3N2)cc1OC (configuration not stated),-2,83,85,6,86,-1%,-6,86,16%
COc1cc2c(cc1OC)C(C(=O)NCc1ccco1)C(c1cccs1)N(C)C2=O (configuration not stated),17,103,86,0,112,-18%,0,112,-32%
NS(=O)(=O)c1ccc(NS(=O)(=O)c2ccc(NC(=O)c3ccc(-c4ccccc4)cc3)cc2)cc1,.,.,.,-5,134,-2%,5,134,2%
O=C(Nc1ccccc1N1CCOCC1)c1ccc([N+](=O)[O-])cc1,.,.,.,5,140,4%,-5,140,3%
Cc1ccc(/C(O)=C2\C(=O)C(=O)N(c3cc(C)on3)C2c2cccc(Br)c2)cc1 (configuration not stated),.,.,.,12,100,15%,-12,100,-22%
Cc1ccc(C2CC(=O)NC(SCCC(C)C)=C2C#N)cc1 (configuration not stated),-10,75,85,7,46,7%,-7,46,9%
CC(C)CCN1CC(C(=O)NCCC2=CCCCC2)CC1=O (configuration not stated),11,99,88,-8,90,-4%,8,90,8%
COc1ccc(NC(=O)CSc2nnc(-c3ccccc3C)n2N)cc1,-5,89,94,-8,155,-11%,8,155,-2%
CCn1c(=NC(=O)c2ccc(N3C(=O)CCC3=O)cc2)sc2c(OC)ccc(OC)c21,-6,64,70,.,.,-8%,.,.,-24%
O=C(Nc1ccc(NC(=O)C2CC2)nc1)c1ccncc1,-12,83,95,-3,91,-21%,3,91,2%
CC1(C(=O)NC2CCCC2)CCC(=O)N1Cc1cccs1 (configuration not stated),1,88,87,-7,183,-2%,7,183,-1%
O=C1C=C(c2cccs2)CC(c2cccs2)C1n1cnc([N+](=O)[O-])c1 (configuration not stated),33,57,24,4,160,0%,-4,160,-2%
COc1ccc(N=C2CCCN2CC(N)=O)cc1,.,.,.,-1,120,-1%,1,120,4%
CC(=O)c1c(C)cc(C)c(CSc2nc(C)cc(=O)[nH]2)c1C,11,94,83,.,.,-2%,.,.,-1%
CN(C)c1ncc(S(=O)(=O)c2ccccc2)c(-c2ccccc2Cl)n1,.,.,.,-5,67,2%,5,67,7%
O=C(CNC(=O)Cn1ccc2ccccc2c1=O)NCCCN1CCCCCC1,2,92,90,.,.,4%,.,.,-7%
CCOc1ccc(-n2nc3ccc(NC(=O)c4ccc5c(c4)OCCO5)cc3n2)cc1,-15,13,28,4,76,.,-4,76,.
CN(C)CCNC(CC(=O)Nc1ccc(Cl)c(Cl)c1)C(=O)O (configuration not stated),-3,100,103,-4,152,.,4,152,.
O=C(Nc1cccc2ccccc12)N1CCN(c2ccc(F)cc2)CC1,-3,87,90,11,103,3%,-11,103,16%
CCOC(=O)c1ccc(COC(=O)CNC(=O)CNC(=O)c2ccc(OC)cc2)o1,10,93,83,-16,76,-2%,16,76,5%
COc1ccc(-n2nnnc2SCC(=O)Nc2nnn(C)n2)cc1,6,102,95,3,193,12%,-4,193,3%
Cn1c(CCNC(=O)C(C)(C)C)nc2ccccc21,-4,104,108,3,138,-12%,-2,138,0%
Cc1ccc(-c2nn(C)c(=O)c3ccccc23)cc1CNC(=O)/C=C/c1ccccc1,7,74,67,0,154,-15%,0,154,-38%
COc1cc(S(=O)(=O)NCc2ccccc2)ccc1F,8,103,95,-11,131,-9%,11,131,19%
O=C(O)C1CCC(=O)N1Cc1ccc(F)cc1 (configuration not stated),-10,97,107,.,.,-3%,.,.,8%
CSc1cccc(NC(=O)CN(C2CCCCC2)S(C)(=O)=O)c1,0,83,83,2,132,-9%,-2,132,-31%
O=C(C1CCCO1)N1CCN(S(=O)(=O)c2ccccc2)CC1 (configuration not stated),17,108,91,-2,147,1%,2,147,-1%
# Carrying on:
SMILES,MRP resist rev,MRP resist rev cytotoxicity,MRP resist rev with doxorubicin,NFkB transloc pot,NFkB transloc pot cell count 2 µM,Bcl-B TR3 displacers,IL1B NFkB inh,IL1B NFkB inh cell count 2 µM,PLAP inhibitors HTS
CC(NC(=O)c1ccco1)C(c1cccs1)N1CCN(c2ccc(F)cc2)CC1 (configuration not stated),10,88,78,12,115,2%,-12,115,-2%
Cc1[nH]nc2c1C(c1ccc(OC(=O)c3ccco3)cc1)C(C#N)=C(N)O2 (configuration not stated),-9,92,101,-2,79,-15%,4,79,7%
CN1C=C(C(F)(F)F)C=C/C1=C(\C#N)c1nnc2n1CCCCC2,8,96,88,-9,187,-5%,9,187,4%
COc1ccc(CCNc2nc(C)nc3c2oc2ccccc23)cc1OC,-6,77,83,16,164,9%,-16,164,-101%
O=C(O)C1(NS(=O)(=O)c2ccc(Cl)cc2)CCCCC1,-3,98,101,-3,151,6%,3,151,13%
CCc1c(C)nc(Nc2nc(C)c3ccc(OC)cc3n2)[nH]c1=O,-7,42,49,.,.,-8%,.,.,-205%
Cc1ccccc1-n1c(Cn2c(=O)sc3ccccc32)nnc1SCC(=O)N1CCCC1,.,.,.,.,.,-1%,.,.,-41%
O=c1oc2c(CN3CCCCC3)c(O)ccc2c2c1CCCCC2,14,88,73,.,.,6%,.,.,1%
COc1c(F)c(F)c(C(=O)Nc2ccc(NC(=O)c3ccco3)cc2)c(F)c1F,-9,56,66,9,162,0%,-8,162,28%
CCc1cccc(C)c1NC(=O)CSc1nc2ccc(N3C(=O)c4ccccc4C3=O)cc2s1,.,.,.,20,171,-35%,-20,171,-7%
O=C(NCc1ccccn1)c1cc(-n2cnnc2)ccc1Cl,33,91,58,-10,70,-7%,10,70,-10%
CCC(C)(C)NC(=O)C(c1ccncc1)N(Cc1cccs1)C(=O)Cn1nnc2ccccc21 (configuration not stated),-8,90,97,.,.,-4%,.,.,-63%
Cc1cc(NC(=O)CCC(=O)N(c2ccccc2)C2(C(=O)NC3CCCCC3)CCCC2)no1,-8,90,98,-4,187,-5%,4,187,-70%
Cc1ccc(CNc2ncnc3cc(Cl)ccc23)o1,3,80,76,-13,95,-7%,13,95,0%
Cc1nc2ccccc2n1C1CC(=O)N(N(C)C)C1=O (configuration not stated),1,96,95,1,89,-3%,-1,89,17%
CCCc1cc(=O)[nH]c(SCC(=O)N(CC)C2CCS(=O)(=O)C2)n1 (configuration not stated),-5,95,100,-2,129,-6%,2,129,-12%
CCOCCCNCC(=O)N1CCN(S(=O)(=O)c2ccc(C)cc2)CC1,1,96,95,-4,160,-2%,4,160,-30%
Cc1ccc(CNC(=O)c2nc3nc(C)cc(C)n3n2)cc1,-9,90,100,11,161,-13%,-11,161,-10%
Cc1cc2c(c(=O)n1CCc1ccccc1)C(c1ccco1)C(C#N)=C(N)O2 (configuration not stated),2,90,88,-12,170,-2%,12,170,18%
COc1ccc(C)cc1NC(=O)C1CC(=O)OC12CCCCC2 (configuration not stated),-10,85,95,28,48,6%,-28,48,4%

# Filtered by structure, the entries above with a Cl atom.
SMILES,MRP resist rev,MRP resist rev cytotoxicity,MRP resist rev with doxorubicin,NFkB transloc pot,NFkB transloc pot cell count 2 µM,Bcl-B TR3 displacers,IL1B NFkB inh,IL1B NFkB inh cell count 2 µM,PLAP inhibitors HTS
CC1(C(=O)CSc2n[nH]c(-c3ccccc3Cl)n2)CCC(=O)O1 (configuration not stated),.,.,.,4,174,13%,-4,174,-30%
COc1cc(OC)c2c(C)c(Cl)c(=O)oc2c1,16,84,68,4,94,0%,-4,94,5%
CN(C)c1ncc(S(=O)(=O)c2ccccc2)c(-c2ccccc2Cl)n1,.,.,.,-5,67,2%,5,67,7%
CN(C)CCNC(CC(=O)Nc1ccc(Cl)c(Cl)c1)C(=O)O (configuration not stated),-3,100,103,-4,152,.,4,152,.
O=C(O)C1(NS(=O)(=O)c2ccc(Cl)cc2)CCCCC1,-3,98,101,-3,151,6%,3,151,13%
O=C(NCc1ccccn1)c1cc(-n2cnnc2)ccc1Cl,33,91,58,-10,70,-7%,10,70,-10%
Cc1ccc(CNc2ncnc3cc(Cl)ccc23)o1,3,80,76,-13,95,-7%,13,95,0%

# New compounds follow
SMILES,MRP resist rev,MRP resist rev cytotoxicity,MRP resist rev with doxorubicin,NFkB transloc pot,NFkB transloc pot cell count 2 µM,Bcl-B TR3 displacers,IL1B NFkB inh,IL1B NFkB inh cell count 2 µM,PLAP inhibitors HTS
COc1ccccc1CC1(C)NC(=O)N(CC(=O)Nc2cc(C)on2)C1=O (configuration not stated),2,91,89,23,120,32%,-23,120,-8%
COc1ccc(NC(C)=O)cc1NC(=O)CSc1nnc(-c2cccnc2)n1C,-7,88,95,-12,103,3%,12,103,16%
CCOc1ccc(Nc2nc(C)cc(C)c2C#N)cc1,10,87,77,-6,96,3%,6,96,-4%
CCOc1c2ccc(C(=O)NCCc3ccc(C)cc3)cc2nn1CC,.,.,.,-1,115,1%,1,115,-3%
Cc1nnc(NCCc2ccccc2)[nH]c1=O,8,108,100,-11,112,6%,11,112,-1%

# Bioassay records: PubChem BioAssay, several laboratories

# A portion of the library, so the mix of outcomes need not match the whole.
